ALOX12 inh: blocks human arachidonate 12S-lipoxygenase | purified 12hLO, xylenol orange hydroperoxide absorbance | Potency, µM (top dose mostly 108 µM), inactives show at the top dose activity change, negative = inhibition, most hits filed as inhibitors | P18054 | AID 1671190 | 580,000 tested, 1.1% active; active means well fitted inhibition curve with a large enough effect; inconclusive means small, poorly fitted or top-dose-only effect, or another doubt; inactive means no such curve, though single readings can be large or run the other way
Target sequence (P18054 whole entry, looked up): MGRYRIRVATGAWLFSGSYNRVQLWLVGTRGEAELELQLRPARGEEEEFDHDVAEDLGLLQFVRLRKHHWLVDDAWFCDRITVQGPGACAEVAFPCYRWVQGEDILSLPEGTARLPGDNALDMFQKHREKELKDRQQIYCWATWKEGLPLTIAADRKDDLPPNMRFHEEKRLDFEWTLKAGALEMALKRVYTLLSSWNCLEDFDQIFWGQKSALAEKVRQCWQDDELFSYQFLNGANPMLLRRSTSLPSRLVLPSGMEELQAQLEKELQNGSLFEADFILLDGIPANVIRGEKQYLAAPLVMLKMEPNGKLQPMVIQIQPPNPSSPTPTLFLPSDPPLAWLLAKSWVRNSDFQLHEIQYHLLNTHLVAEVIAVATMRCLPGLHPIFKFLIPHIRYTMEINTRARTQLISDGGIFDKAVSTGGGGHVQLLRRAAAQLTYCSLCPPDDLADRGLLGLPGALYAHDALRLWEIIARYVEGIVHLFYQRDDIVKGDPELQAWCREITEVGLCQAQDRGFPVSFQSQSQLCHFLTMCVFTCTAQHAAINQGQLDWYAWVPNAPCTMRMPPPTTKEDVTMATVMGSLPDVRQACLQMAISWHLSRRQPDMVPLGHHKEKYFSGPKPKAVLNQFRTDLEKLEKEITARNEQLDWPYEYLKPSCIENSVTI
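Hydroperoxide product was detected by ferrous iron/xylenol orange as the 573 to 405 nm absorbance ratio. Arachidonic acid at 40 uM (final) was turned over for 30 min at room temperature by 150 nM human 12hLO, pH 7.0 Hepes buffer, after 15 min compound preincubation.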
* = called active by the depositor; u = inconclusive; & = joins results of further samples; [ ] = another dose, or the depositor's remark. On the % scale 0 is the no-effect control and ±100 the full control effect; potency means the concentration at half of the fitted maximal effect.

Structure | ALOX12 inh
COc1ccc(-c2cc(N3CCCC(NC(=O)c4ccc(N(C)C)cc4)C3)n[nH]2)cc1 (stereo not given) | 45.1%[activator]
O=C(c1ccc2c(c1)OCO2)N1CCC2(CC1)NC(=O)N(Cc1ccccc1)C2=O | 4.2%
CCN1CCN(c2ccc(C(=O)NCCCc3ccc(OC)cc3)cn2)CC1 | 17.3%
CCN(CC)S(=O)(=O)c1cc([N+](=O)[O-])ccc1N/N=C(/C)c1cccs1 | 30.1%[activator]
N#Cc1ccc(CN2CCC3(CC2)CC(=O)c2ccccc2O3)cc1 | 39.7%[176 µM]
CC1(COc2cccnc2)COc2ccc(C(=O)NCc3cnccn3)cc2N1 (stereo not given) | -2.1%[176 µM]
COC(=O)c1ccc(CNC(=O)C2CC=CCC2)cc1 (stereo not given) | -0.7%
COc1ccc(-c2cc(N3CCCN(C(=O)c4ccc(OC)cc4C)CC3)n[nH]2)cc1 | 34.9%[activator]

More structures follow.
Structure | ALOX12 inh
CN(C)C(=O)c1cccn2nccc12 | -1.6%[176 µM]
O=C1C=C(Nc2cccc(Cl)c2)CC2(CCCCC2)C1 | 12.4%
CC(=O)NC(C)c1ccc(C(=O)CSc2cc(Cl)ccc2Cl)cc1 (stereo not given) | u
Cc1ccc(Cl)cc1NC(=O)c1nc2ccccc2nc1N1CCCC1 | -2.1%
C=CCNc1nc(C(=O)OCc2c(F)c(F)c(F)c(F)c2F)cs1 | -14.3%
CN(CC(=O)N1CCC(C)(c2noc(C3CC3)n2)CC1)S(=O)(=O)c1cccs1 | 20.9%
O=C(NC1CC1)c1ccccc1OC1CN(Cc2ccsc2)C1 | -6.1%
CC(CO)(CO)NC(=O)COc1cc(O)c2c(=O)cc(-c3ccccc3)oc2c1 | -14.2%

Following part.
Structure | ALOX12 inh
COc1ccc(CNc2ncnc3ccc(-c4ccccc4OC)cc23)c(OC)c1 | -25.6%
COc1cc(-c2ccc(C)cc2)cc2c1OCCN(C(=O)CCn1ccc(C)n1)C2 | 0.3%
CC(C)c1noc(CN2CCC(c3nc4cc(Cl)ccc4o3)CC2)n1 | 32.3%[activator]
CC(c1nnc(-c2cccs2)o1)N(C)Cc1cccc(F)c1 (stereo not given) | 22.6%
CCOc1ccc(-c2nc(CS(=O)Cc3cc(C)ccc3C)cs2)cc1OC (stereo not given) | u
N#Cc1ccccc1CN1CCN(Cc2ccccc2)CC(O)C1 (stereo not given) | 18.8%
COCCN1C(=O)Cc2ccccc2C1C(=O)NCc1cccc(Cl)c1 (stereo not given) | -5.0%
O=C(NCCc1c[nH]c2ccccc12)C1CCN(c2nc(Cl)nc3nc[nH]c23)CC1 | -4.4%

Following part.
Structure | ALOX12 inh
Cc1nn(-c2ccccc2)cc1C(=O)N1CCC(C(C)C(=O)NCc2ccccc2)CC1 (stereo not given) | 6.8%
CS(=O)(=O)Nc1ccc(C2(C(=O)NCc3cc(F)cc(F)c3)CCCCC2)cc1 | 11.6%
O=C(CCC1CCCC1)NCC(=O)N1CCCCCNC(=O)CC1c1ccccc1 (stereo not given) | 53.2%[activator]
CCc1nc2c(c(-c3ccc(Cl)cc3)n1)CCN(C(=O)c1ccccc1F)CC2 | 28.7%
CCCCCNC(=O)Cc1csc2nc(C)c(-c3cc(C)n(-c4cccc(C)c4C)n3)c(=O)n12 | 36.6%
CC(C)c1ccc(CNCc2ccco2)cc1 | -19.2%
C=CCNC(=O)N[C@H]1CCN2C(=O)c3cc(-c4cc(Cl)ccc4OC)ccc3NC(=O)[C@@H]2C1 | -0.2%
Cc1ccc(C(=O)N2CCC3(CC2)C(=O)Nc2ccccc23)cc1 | u

(continued)
Structure | ALOX12 inh
O=C([C@@H]1C[C@H](F)CN1C(=O)NCc1ccc(OC(F)(F)F)cc1)N1CCCCC1 | 18.2%
COCCC(=O)N1CCCCCNC(=O)[C@@H]2CCC[C@@H]21 | 41.2%[activator]
O=C(NCCc1c[nH]c2ccc(F)cc12)C1CCN(c2nc(Cl)nc3nc[nH]c23)CC1 | -0.2%
CCC[n+]1c(NCc2cc(Br)cc(Br)c2[O-])[nH]c2ccccc21 | u
COc1cc(OC)c(OC)cc1CN1CCCC(C(=O)N2CCCCCC2)C1 (stereo not given) | u
CCNC(=O)N[C@@H]1C=C[C@@H](c2c(C)nn(-c3ccccc3[N+](=O)[O-])c2C)C1 | 5.8%[176 µM]
COc1ccc(C(=O)N2[C@@H]3CC[C@H]2CC(NC(=O)c2ccncc2)C3)cc1F (stereo not given in full) | 10.0%
COCCCNc1nc2c(c(=O)[nH]c(=O)n2C)n1Cc1ccccc1 | -8.9%

Next part
Structure | ALOX12 inh
O=C(N[C@@H]1CN(Cc2ccccc2)C[C@H]1CO)c1ccco1 | 11.6%
Cn1ccc(NC(=O)c2cnc3c(c2)N([S+](=O)([O-])c2cccnc2)CCC3)n1 | 3.1%[176 µM]
CN(CC1CCOC1)S(=O)(=O)c1ccc(F)c(Cl)c1 (stereo not given) | 15.6%
COc1cc(/C=N/O)c(Br)c(Br)c1OCc1ccccc1Cl | -9.9%
CN(C)C(=O)C1CCc2nnc(-c3ccc(Cl)cc3Cl)n21 (stereo not given) | u
Cc1ncnc(N2CCC(CO)(Cc3ccccc3C(F)(F)F)CC2)c1C | -1.0%
OC[C@@H]1CNC[C@H]1C1CCN(Cc2cccc(C(F)(F)F)c2)CC1 | 31.4%[activator]
COC(=O)N1CCc2nc(-c3ccc(OC)cc3)nc(-c3ccccc3)c2C1 | -21.5%

Four entries from above, as labelled records.
SMILES: CN(C)C(=O)C1CCc2nnc(-c3ccc(Cl)cc3Cl)n21 (stereo not given)
  ALOX12 inh = u

SMILES: Cc1ncnc(N2CCC(CO)(Cc3ccccc3C(F)(F)F)CC2)c1C
  ALOX12 inh = -1.0%

SMILES: OC[C@@H]1CNC[C@H]1C1CCN(Cc2cccc(C(F)(F)F)c2)CC1
  ALOX12 inh = 31.4%[activator]

SMILES: COC(=O)N1CCc2nc(-c3ccc(OC)cc3)nc(-c3ccccc3)c2C1
  ALOX12 inh = -21.5%

Next section
Structure | ALOX12 inh
CC(C)NC(=O)C[C@@H]1C[C@H]2O[C@H](CNC(=O)N3CCOCC3)[C@@H](O)[C@H]2O1 | -25.4%[176 µM]
CCCc1ccc(NC(=O)Cn2cnc3c2c(=O)n(C)c(=O)n3C)cc1 | -41.5%
CNC(=O)[C@@H]1CN(C(=O)c2c(C)noc2C)C[C@H]1COC | 30.4%[activator]
Cn1c(=O)c2c(nc(NCC(O)c3ccccc3)n2C)n(C)c1=O (stereo not given) | 3.5%
CNS(=O)(=O)c1cc(-c2n[nH]c(=O)c3ccccc23)ccc1C | 8.4%
Cc1ccc(C(=O)N2CCC3(C2)C(=O)N(CCc2ccccc2)c2ccccc23)cc1 (stereo not given) | 37.5%&10.3%
OCC1CN(c2ncccn2)CC12CCN(Cc1ccsc1)CC2 (stereo not given) | 38.6%[activator]
O=C(c1cnccn1)N1CCC2(CC1)CCN(c1cccc(-c3ccccc3)c1)CC2 | -24.1%[57.4 µM]

Remaining list, next part.
Structure | ALOX12 inh
CC(Nc1ccc([N+](=O)[O-])cn1)c1ccc(Cl)cc1Cl (stereo not given) | 56.2µM*
O=C(Cc1c(F)cccc1Cl)Nc1ccc2ncnc(N3CCCC3)c2c1 | 17.1%
COCCc1noc([C@@H]2CC(F)(F)CN2C(=O)Cn2ccc(C)n2)n1 | -9.4%
CCOC(=O)c1c(S(=O)(=O)Nc2cc(C)ccc2OC)c(C)n(C)c1C | 15.8%
O=C(CCNC(=O)c1cnccn1)NC1CCCc2c1[nH]c1ccc(F)cc21 (stereo not given) | 27.0%
CC(C)C(C)NC(=O)c1ccccc1Br (stereo not given) | 2.6%
O=C(O)CSc1c2c(nc3cc(C(=O)NC4CCCCCC4)ccc13)CCCC2 | u
O=[S+]1([O-])NCC2(CCN(Cc3cccs3)CC2)Oc2ncccc21 | 4.2%[6.33 µM]

Continuation.
Structure | ALOX12 inh
CC(=O)Nc1cccc(-c2nc3ccccc3n2C(C(=O)NC(C)(C)C)C2CC2)c1 (stereo not given) | -16.7%
N#Cc1ccc(CN2CCCC3(CCN(C(=O)c4cnccn4)CC3)C2)cc1 | 3.2%[57.4 µM]
Cc1ccc(C(=O)N2CC(c3noc(COc4ccccc4C)n3)C2)cn1 | 33.5%[activator]
CC(C)C(=O)N1CCC2(CC1)OC(=O)N(Cc1ccccc1C#N)C2(C)c1ccccc1 (stereo not given) | -2.6%[176 µM]
O=C1CN(C(=O)Cn2c(=O)c3c(ncn3Cc3ccccc3)n(Cc3ccccc3)c2=O)CCN1 | 10.4%
O=C(c1ccc(Cl)cc1)N1CCC(n2cc(-c3cccc(F)c3)[nH]c2=O)CC1 | -2.8%[6.33 µM]
Cc1noc(C)c1-c1nccc2c(=O)cc(-c3cccnc3)oc12 | -0.3%[176 µM]
COc1ccccc1OCC(=O)Nc1ccc2c(c1)N(C(=O)c1cccnc1)CCC2 | -14.2%

Following part:
Structure | ALOX12 inh
COCCN1CC(CO)C2(CCN(C(=O)Cc3cccnc3)CC2)C1 (stereo not given) | 34.6%[activator]
CCOc1cc(=O)n2c(c1C(=O)N1CCN(c3ccccc3F)CC1)CCCC2 | -5.2%
CC(C)NC(=O)Nc1cccc(C(=O)Nc2cccc(Cl)c2)c1 | u
Cc1ccc(N2C(=O)N[C@@H]3CCN(C(=O)c4ccc(C(C)(C)C)cc4)[C@@H]3C2=O)cc1 | 21.1%[176 µM]
Cn1cc(CN2CCC(C(=O)N3CCCC3)CC2)c(-c2ccc(C3CCCCC3)cc2)n1 | 15.1%
CCC1Oc2ccc(NS(=O)(=O)c3ccccc3)cc2CN(Cc2ccc(F)cc2)C1=O (stereo not given) | 14.1µM*
COc1cccc(NC(=O)c2cnc3c(c2)N(C(=O)Cc2ccccc2OC)CCC3)c1 | 5.3%[176 µM]
CC(C)NC(=O)C1CCc2nnc(-c3ccc(Cl)nc3)n21 (stereo not given) | 3.0%[6.33 µM]

The results go on.
Structure | ALOX12 inh
CC(=O)c1ccc(N2CCN(C(=O)c3ccc4c(=O)[nH]c5c(C(=O)NC6CCCC6)sc(=S)n5c4c3)CC2)cc1 | 0.0%
CCN(CC)C(=O)[C@@H]1CCC[C@@H](NC(=O)c2ccc(OC)cc2)CN(C)C(=O)C1 | 50.8%[activator][176 µM]
O=C(c1cc(C(F)(F)F)cc(C(F)(F)F)c1)N1CCC2(CCCN(c3ccncc3)C2)CC1 | 4.2%[57.4 µM]
CC(=O)Nc1cccc(-c2cc(C3=CCOCC3)c3cncn3c2)c1 | 34.2%[activator][176 µM]
Cc1cc2nc(CO[C@H]3CN(Cc4ccc(S(C)(=O)=O)cc4)C[C@H]3F)[nH]c2cc1C | 14.9%[176 µM]
O=C(C=Cc1cccc(S(=O)(=O)Nc2ccccc2)c1)NO | u
COc1ccc(CN(C)Cc2ccoc2)cc1OCC(O)CN1CCCCC1 (stereo not given) | 0.7%
COc1ccc(CNC(=O)CN2C(=O)CN(C(=O)NCc3ccccc3)c3ccccc32)cc1 | 2.8%

Additional records
Structure | ALOX12 inh
CC1(C(=O)Nc2ccc3c(c2)OCCO3)CSCC(=O)N1C1CC1 (stereo not given) | 3.4%
CSC1=N/C(=C\C=C\c2ccco2)C(=O)S1 | 3.16µM*
CCOC(=O)CS(=O)(=O)C(c1ccccc1)S(=O)(=O)CC(=O)OCC | u
O=C(c1ccncc1)N1CCC2(CCCN(Cc3nccs3)C2)CC1 | u
O=C(NCCc1noc(-c2ccncc2)n1)c1ccccc1 | 8.91µM*
O=C(c1cc(F)c(F)c(F)c1F)N(C1CCCCC1)C1CCCCC1 | -34.8%
COC(=O)c1c(COC(=O)c2ccc(N3CCCS3(=O)=O)cc2)nc2ccccc2c1C | 2.3%
CCNC(=O)c1cccc(Nc2nc(CN3CCOCC3)nc3sc4c(c23)CCCC4)c1 | 39.7%[activator]

(next part)
Structure | ALOX12 inh
CC1(NC(=O)c2cn(-c3cccc(Br)c3)nn2)CCS(=O)(=O)C1 (stereo not given) | 28.1%
COc1cc2c(cc1CN1CCCC(O)(CN(C)C)C1)OCCCO2 (stereo not given) | 30.9%[activator]
CCN(Cc1ccco1)C(=O)c1[nH]c2c(c1C)C(=O)CC(C)(C)C2 | -0.3%
Cc1cc(Cl)ccc1OCC(=O)OCC(=O)Nc1ccccc1 | -6.9%
C[C@@H]1COc2cccc(N3CCCCC3)c2S(=O)(=O)N1 | -16.1%
CN(C)CCNC(=O)c1nc2nc(-c3ccccc3)c(-c3ccc(O)c(F)c3)cc2n1C | -27.0%[176 µM]
COc1ccc(C(=O)NCCc2noc(C3CC3)n2)c(OC)n1 | 6.4%
c1ccc(Cn2cc(Cn3ccnc3-c3cc4n(n3)CCNC4)cn2)cc1 | 86.3%

New compounds follow
Structure | ALOX12 inh
CCNC(=S)NNC(=O)c1ccc(C)cc1 | -0.3%
COCCN1C(=O)CS(=O)(=O)C12CCN(C(=O)c1cc(OC)cc(OC)c1)CC2 | 9.3%
COc1cc(NC(=O)c2cc(S(=O)(=O)N3CCCC3)c[nH]2)cc(OC)c1 | 5.2%
O=C(NCCN1CCCCC1)c1cccnc1N1CC2CC(C1)[C@H]1CCCC(=O)N1C2 (stereo not given in full) | 9.7%
COc1cccc(CNC(=O)CCC2CCN(C(=O)c3ccccc3)CC2)c1OC | 0.6%
CCn1nccc1C(=O)N1CCCC(c2nnc(Cn3cccn3)n2C)C1 (stereo not given) | 49.3%[activator]
CC(C)N1CCN(C2CCOC3(CCN(C(=O)Cc4cccc(F)c4)CC3)C2)CC1 (stereo not given) | 15.9%
CC1CCCCN1C(=O)c1cc(-c2cccnc2)nc2ccc(Cl)cc12 (stereo not given) | 20.1%
COCc1cc(C[C@@H]2CC[C@H](O)[C@@H](CNCc3ccccc3)O2)no1 | -0.1%[176 µM]

The list is partial; count on the stated rates, not on these rows.
